NPY-Y1 PAM-ag – human NPY-Y1 potentiation or agonism, primary screen; P25929; NPY-Y1 expressing cells, potentiator/agonist activation; activation, % at 3.6 µM; 220,000 tested, 0.37% active; AID 1304; in the data active = activation above about 33%, passing the limit was not always enough;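 note: cells stimulated with NPY at EC10 then isoproterenol at EC100; 0% = low agonist plus stimulus and 100% = saturating agonist plus stimulus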
Target sequence (P25929 whole entry, looked up): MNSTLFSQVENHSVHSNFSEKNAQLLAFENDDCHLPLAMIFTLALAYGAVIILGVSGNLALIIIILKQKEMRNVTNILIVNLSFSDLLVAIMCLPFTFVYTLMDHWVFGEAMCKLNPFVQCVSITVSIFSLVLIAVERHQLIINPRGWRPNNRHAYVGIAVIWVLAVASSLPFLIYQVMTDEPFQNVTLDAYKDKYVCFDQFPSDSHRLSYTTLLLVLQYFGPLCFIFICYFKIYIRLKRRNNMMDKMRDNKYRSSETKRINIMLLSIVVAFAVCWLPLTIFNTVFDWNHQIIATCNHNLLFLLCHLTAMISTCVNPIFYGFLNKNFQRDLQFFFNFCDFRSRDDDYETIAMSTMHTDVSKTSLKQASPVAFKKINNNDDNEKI
NPY Y1 blocker – blocks the human neuropeptide Y Y1 receptor | AID 1040 | HEK293-CNG Y1 cells, membrane potential fluorescence; NPY at EC95, then isoproterenol | 200,000 tested, 1% active | P25929 | inhibition, % at 3.6 µM;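 active = inhibition above the campaign mean inhibition of all tested compounds plus 3 SD, cut at about 20% in these data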;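 note: 0% = DMSO wells given NPY plus isoproterenol and 100% = isoproterenol alone without NPY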
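Material: Y1- and CNG-channel-expressing HEK293 cells / Probe or stimulus: NPY 25 nM then isoproterenol 1 µM plus Ro 20-1724 25 µM / Doses: 3.6 µM single dose, DMSO 0.4% / Schedule: compound incubation 1 h at room temperature, readout 45 min post-stimulation / Signal: membrane potential fluorescence / Benchmarks: isoproterenol-only wells as full block versus NPY-plus-isoproterenol wells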
EP2 antag – inhibitors of human EP2 prostaglandin E2 receptor | P43116 | C6 glioma cells expressing human EP2, cAMP TR-FRET; cells stimulated with saturating PGE2 | inhibition, % at 25 µM | 260,000 tested, 0.52% active | AID 1422;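 active = percent inhibition above 40 after rounding to a whole number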;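 note: rat C6 glioma host cells with rolipram phosphodiesterase inhibitor present; the protocol text gives 20 µM as final concentration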
Target sequence (P43116 whole entry, looked up): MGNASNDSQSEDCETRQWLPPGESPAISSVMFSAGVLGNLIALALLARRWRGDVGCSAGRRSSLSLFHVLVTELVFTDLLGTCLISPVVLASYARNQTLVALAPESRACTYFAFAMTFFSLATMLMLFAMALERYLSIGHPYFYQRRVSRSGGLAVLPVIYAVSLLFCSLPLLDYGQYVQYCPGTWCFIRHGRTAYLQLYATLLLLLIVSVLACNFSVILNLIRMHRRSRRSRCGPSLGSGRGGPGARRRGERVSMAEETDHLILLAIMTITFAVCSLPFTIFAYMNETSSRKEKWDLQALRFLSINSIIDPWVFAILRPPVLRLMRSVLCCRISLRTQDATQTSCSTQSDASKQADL
S1P4 agonist – human S1P4 receptor agonism; 220,000 tested, 0.35% active; activation, % at 4.98 µM; AID 1509; S1P4-expressing cell line, agonist reporter assay; O95977; in the data active = activation above about 11%;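 note: 0% = DMSO vehicle and 100% = reference agonist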
S1P4 antag – antagonists of human S1P4 receptor | O95977 | S1P4-expressing cells, antagonist mode, reporter read-out | inhibition, % at 4.98 µM | 220,000 tested, 0.26% active | AID 1510; in the data active = inhibition above about 29%;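 note: 0% = wells stimulated with agonist and 100% = vehicle wells without agonist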
EP2 mod – EP2 receptor (human) modulation | P43116 | 260,000 tested, 0.83% active | induction, % at 25 µM | EP2-expressing cells, cAMP HTRF FRET, PGE2 co-stimulation;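 active = compounds whose cAMP rise, as percent of the full-agonist control response, exceeds 60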;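 note: rat C6 glioma line stably carrying human EP2 under a CMV promoter; the protocol text gives 20 µM as final concentration; 100% = response of wells given 1 µM PGE2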
eIF4E 4G PPI – blocks eIF4E binding to eIF4G | 220,000 tested, 0.37% active | inhibition, % at 21.7 µM | TR-FRET eIF4E-eIF4GI(517-606) binding, 2 h | AID 782 | P63073+Q04637;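 active = inhibition above about 30%, limit read from the data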;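 note: 0% = full FRET control wells and 100% = background wells lacking eIF4GI fragment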
p97 ATPase inh – blocks human p97 ATPase activity; recombinant p97 ATPase, Kinase-Glo ATP luminescence, 3 h; inhibition, % at 8 µM; 220,000 tested, 0.42% active; AID 1481; in the data active = inhibition above about 15%;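 note: 0% = DMSO vehicle and 100% = wells lacking enzyme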
NPY-Y2 PAM-ag – human NPY-Y2 potentiation or agonism, primary screen; P49146; cells expressing NPY-Y2, potentiator/agonist read-out; activation, % at 3.6 µM; 220,000 tested, 0.45% active; AID 1359; in the data active = activation above about 27%;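 note: cells stimulated with NPY near EC25 plus isoproterenol at EC100; 0% = vehicle plus submaximal agonist and 100% = vehicle plus saturating agonist; some results beyond the cut were filed as inactive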
* = called active by the depositor; x = not tested or not shown; & = joins results of further samples; [ ] = remark or other dose. These rows are one share of the data (hit frequency here may not be typical).

entry	SMILES	NPY-Y1 PAM-ag	NPY Y1 blocker	EP2 antag	S1P4 agonist	S1P4 antag	EP2 mod	eIF4E 4G PPI	p97 ATPase inh	NPY-Y2 PAM-ag
1	C#CCNC(=O)C(C)c1ncc(C(F)(F)F)cc1Cl (stereo not given)	-10	-6	4	0.6	-5	10	-5	2	-1
2	CC(=O)c1ccc(NC(=O)CSc2nc(N)c3cc4c(nc3n2)CCCC4)cc1	26	-9	13	0.6	-14	8	1[fluorescence artefact?]	-3	29
3	Nc1nc(CN2CCC(Cc3ccccc3)CC2)nc(Nc2ccccc2)n1	-46	13	7	1.9	-8	-14	3	1	-7
4	Cc1nc(NC(=O)COC(=O)CCc2nc3ccccc3s2)c(Cl)cc1Cl	6	3	5	3.7	-7	-8	5	2	-8
5	O=C(O)CSc1ncnc2scc(-c3ccccc3)c12	-36	x	15	0.6	-13	-1	-1	0	-17
6	Cc1cc(N2CCN(Cc3nc(-c4ccc(F)cc4)oc3C)CC2)cc(C)n1	-27	11	6	-0.3	-1	-12	-2	2	-22
7	Cc1cc2c(cc1C)NC(c1ccccn1)C1=C(CC(C)(C)CC1=O)N2 (stereo not given)	1	1	19	3.1	2	0	0	1	0
8	CNC(=O)CC1C(=O)N(C)C(=S)N1NC(=O)c1ccc(Cl)cc1 (stereo not given)	13	2	7	-1.3	10	24	-2	5	22
9	CC1(C)CC(n2c(=S)[nH]c3ccccc3c2=O)CCO1 (stereo not given)	14	0	x	-0.5	-15	-17	1[fluorescence artefact?]	5	13
10	CCOc1ccc(NC(=S)NCc2nc3ccccc3[nH]2)cc1	-10	12	11	4.1	-2	-53	-3	0	-3
11	N=c1n(CCN2CCCC2)c2ccccc2n1CC(O)c1ccc(Cl)c(Cl)c1 (stereo not given)	-33	43*	10	55*	38*	-83	6	8	-28
12	COCCN(C(=S)Nc1ccc(C)cc1C)C(C)c1cccs1 (stereo not given)	9	1	7	-0.5	-11	13	-1	4	14

More results follow.
entry	SMILES	NPY-Y1 PAM-ag	NPY Y1 blocker	EP2 antag	S1P4 agonist	S1P4 antag	EP2 mod	eIF4E 4G PPI	p97 ATPase inh	NPY-Y2 PAM-ag
13	O=C(O)c1ccccc1-c1csc(-c2ccccc2)n1	-12	-1	5	-0.1	-1	38	-1	-1	-17
14	CN(C)/C=N/c1nccc(-c2cccs2)n1	-3	-2	2	0.0	-8	-24	-2	1	10
15	COc1ccc(OC)c(S(=O)(=O)NCc2cn3c(C)csc3n2)c1	8	-5	7	-1.6	-30	18	2	4	-5
16	CCN(CC)CCN(Cc1cc2cc(C)ccc2[nH]c1=O)C(=S)Nc1ccccc1	-2	7	18&7	0.3	-2	-88&-41	-3	-1	-7
17	CC(=O)OCc1c(C)cc(C)c(/C=C(/C#N)C(N)=O)c1C	1	4	3	1.3	2	12	2	5	2
18	CCOC(=O)C1=C(N)n2c(s/c(=C\c3cccs3)c2=O)=C(C(=O)OCC)C1c1cccs1 (stereo not given)	-7	16	6	-1.2	-13	24	3	-2	-3
19	COc1ccccc1CN1C[C@@H]2C[C@@H](c3ccccc3C)N3CCC[C@@]23C1=O	-19	7	0	-0.2	18	-16	2	-1	-18
20	O=Nc1ccc(NOC(=O)c2ccccc2)cc1	4	4	10	0.4	0	9	0	0	5
21	Cn1cnnc1SCc1nnc(-c2ccccc2Br)o1	9	-4	5	0.0	-9	14	0	3	4
22	Cc1cc(O)c(C(=O)Cc2csc(C)n2)c(O)c1	17	0	3	4.3	4	-13	-2	5	-2
23	Nc1nc(C23CC4CC(CC(Cl)(C4)C2)C3)cs1	27	x	8	-0.5	-5	-8	0	2	6
24	CCc1cc2c(=O)[nH]c(Cc3ccccc3)nc2s1	5	-3	10	0.4	-38	28	11	-8	-4

Carrying on.
entry	SMILES	NPY-Y1 PAM-ag	NPY Y1 blocker	EP2 antag	S1P4 agonist	S1P4 antag	EP2 mod	eIF4E 4G PPI	p97 ATPase inh	NPY-Y2 PAM-ag
25	CCCN1C(=O)c2ccc(C(=O)NC3CCCCC3)cc2C1=O	11	-5	1	0.6	-35	4	-22	3	-1
26	CCOC(=O)N1CCC(N2C(=O)c3ccccc3C2Nc2ccc(C)cc2)CC1 (stereo not given)	-7	1	12	-1.6	-3	15	-5	-5	16
27	CC(C)OCCCNC(=S)Nc1ccc2nc3n(c(=O)c2c1)CCCCC3	8	3	17	0.7	-4	-45	0	5	5
28	O=C(c1ccco1)N(CCO)Cc1cc2cc3c(cc2[nH]c1=O)OCO3	0	2	3	0.0	-15	-15	-1	4	-3
29	COc1ccc(C)cc1NC(=O)c1ccc(OC(F)F)cc1	-15	0	10	0.5	-7	13	-1	-1	-8
30	Cc1c(NC(=O)CSc2nncc3ccccc23)c(=O)n(-c2ccccc2)n1C	4	9	6	1.8	0	14	1	2	-8
31	CCOC(=O)NC(=O)/C(N=Nc1cccc(C(F)(F)F)c1)=C(\C)O	-29	2	4	-0.8	16	20	3	-2	-25
32	CCOc1ccc(/C=N/n2cc(-c3ccccc3)[nH]c2=S)cc1	-10	-2	8	-1.0	11	-7	-1	-6	-4
33	CC(C)(C)OC(=O)N1CCCC1C(=O)N1CCc2ccccc21 (stereo not given)	9	-1	1	-3.8	-9	3	-2	1	2
34	CCCCOC(=O)C1=C(C)Nc2nnnn2C1c1ccccc1Cl (stereo not given)	20	0	8	-1.9	-9	10	-3	0	2
35	Oc1ccc(C(=S)N2CCCCC2)cc1	-2	2	12	0.6	-13	-9	3	-1	0
36	Cc1ccc(Cn2c(C)cc3c(c2=O)C(c2cccs2)C(C#N)=C(N)O3)cc1 (stereo not given)	2	-1	5	1.4	-25	18	-4	-2	-4

More compounds follow:
entry	SMILES	NPY-Y1 PAM-ag	NPY Y1 blocker	EP2 antag	S1P4 agonist	S1P4 antag	EP2 mod	eIF4E 4G PPI	p97 ATPase inh	NPY-Y2 PAM-ag
37	O=C1NC(Cc2ccccc2)C(=O)N1CC(=O)N1CCCc2ccccc21 (stereo not given)	2	-4	8	1.7	-18	9	-1	-4	-4
38	CCOC(=O)CNC(=O)/C=C/c1c(Cl)cccc1Cl	-21	2	12	0.2	-8	-22	-3[fluorescence artefact?]	3	-5
39	Cc1ccccc1CSc1nc2c(c(=O)[nH]1)CCC2	-31	5	2	0.7	0	13	-1[fluorescence artefact?]	-7	1
40	Cc1cnc(C(=O)Nc2nccs2)cn1	2	-1	21	-0.9	1	-15	-9[fluorescence artefact?]	2	-28
41	O=C(c1ccc(Cl)cc1)N1CCCC(C(=O)N2CCN(c3ccccc3)CC2)C1 (stereo not given)	-6	x	12	-0.3	-1	-36	3	4	-43
42	Cc1ccc(N2C(=O)Nc3ccccc3C2(O)C(=O)N2CCN(c3ccccn3)CC2)cc1C (stereo not given)	21	0	7	0.5	10	13	0	7	-1
43	Cc1cc(C)n(-c2nnc(SCC(=O)NC3CCCC3)c3ccccc23)n1	-8	-5	10	-1.0	-16	26	-2	-1	4
44	CCc1cc(C(N)=O)c(NC(=O)c2ccc(OC)cc2)s1	31	-7	6	2.2	-11	-6	18	6	18
45	CCc1cc2ccc(C)cc2nc1SCC(=O)NNC(=O)c1ccco1	-35	11	13	-0.1	-23	25	-3	-9	2
46	CC(=O)NC(Cc1ccc(F)c(F)c1)C(=O)NC1CCN(c2c(Cc3ccccc3)c(C)nc3ncnn23)CC1 (stereo not given)	-4	-3	17	-1.1	0	-26	3	4	5
47	Cc1ccccc1Cn1c(C)cc(C)c(C#N)c1=O	-5	6	3	-0.4	3	7	2	7	-3
48	Cc1csc(SCC(=O)c2ccc(S(=O)(=O)N3CCOCC3)cc2)n1	10	1	7	0.2	10	0	8	0	29
49	Cc1cc(S(=O)(=O)Nc2cc(C)c(O)c(C)c2)c(C)s1	15	3	2	-2.7	6	15	-12	1	6
50	Cc1ccsc1C(=O)NNC(=O)C1CCCCC1C(=O)O (stereo not given)	-16	2	5	-0.2	-20	17	-5[fluorescence artefact?]	-6	-13
51	O=C(Oc1ccc(OC(=O)N2CCOCC2)cc1)c1ccccc1	-19	0	19	-2.0	-3	3	9[fluorescence artefact?]	-7	-2

4 compounds picked at random from the list so far, as already listed:
entry	SMILES	NPY-Y1 PAM-ag	NPY Y1 blocker	EP2 antag	S1P4 agonist	S1P4 antag	EP2 mod	eIF4E 4G PPI	p97 ATPase inh	NPY-Y2 PAM-ag
1	C#CCNC(=O)C(C)c1ncc(C(F)(F)F)cc1Cl (stereo not given)	-10	-6	4	0.6	-5	10	-5	2	-1
16	CCN(CC)CCN(Cc1cc2cc(C)ccc2[nH]c1=O)C(=S)Nc1ccccc1	-2	7	18&7	0.3	-2	-88&-41	-3	-1	-7
10	CCOc1ccc(NC(=S)NCc2nc3ccccc3[nH]2)cc1	-10	12	11	4.1	-2	-53	-3	0	-3
25	CCCN1C(=O)c2ccc(C(=O)NC3CCCCC3)cc2C1=O	11	-5	1	0.6	-35	4	-22	3	-1

For reference, some entries already given.
entry	SMILES	NPY-Y1 PAM-ag	NPY Y1 blocker	EP2 antag	S1P4 agonist	S1P4 antag	EP2 mod	eIF4E 4G PPI	p97 ATPase inh	NPY-Y2 PAM-ag
25	CCCN1C(=O)c2ccc(C(=O)NC3CCCCC3)cc2C1=O	11	-5	1	0.6	-35	4	-22	3	-1
26	CCOC(=O)N1CCC(N2C(=O)c3ccccc3C2Nc2ccc(C)cc2)CC1 (stereo not given)	-7	1	12	-1.6	-3	15	-5	-5	16
27	CC(C)OCCCNC(=S)Nc1ccc2nc3n(c(=O)c2c1)CCCCC3	8	3	17	0.7	-4	-45	0	5	5
28	O=C(c1ccco1)N(CCO)Cc1cc2cc3c(cc2[nH]c1=O)OCO3	0	2	3	0.0	-15	-15	-1	4	-3
